D2 PAM = HTS Assay for Positive Allosteric Modulators of the Human D2 Dopamine Receptor: Primary Screen for Potentiators. D(2) dopamine receptor (Homo sapiens), P14416. HEK293 T-REx D2, calcium flux, EC20 dopamine potentiation. potentiation, % at 10 µM. 0.34% of 340,000 active. AID 485347, 2010;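 active = potentiation over 3 SD above the plate norm, cut at about 30% in these data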; note: 0% is about no effect
Target sequence (P14416 whole entry, looked up): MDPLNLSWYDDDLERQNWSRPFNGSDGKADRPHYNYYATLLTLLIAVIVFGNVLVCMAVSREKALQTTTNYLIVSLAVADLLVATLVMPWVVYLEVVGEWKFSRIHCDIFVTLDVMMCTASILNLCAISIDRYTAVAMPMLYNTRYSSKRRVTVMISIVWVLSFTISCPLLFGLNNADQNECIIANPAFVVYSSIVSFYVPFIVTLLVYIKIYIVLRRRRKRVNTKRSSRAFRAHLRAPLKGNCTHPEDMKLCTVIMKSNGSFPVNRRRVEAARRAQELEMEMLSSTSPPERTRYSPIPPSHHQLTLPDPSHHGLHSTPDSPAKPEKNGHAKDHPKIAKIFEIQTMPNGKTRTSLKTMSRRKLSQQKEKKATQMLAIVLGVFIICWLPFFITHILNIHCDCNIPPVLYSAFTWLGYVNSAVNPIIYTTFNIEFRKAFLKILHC
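Using a no-wash calcium dye in inducible, force-coupled HEK293 Trex cells expressing D2, we tracked fluorescence each second for 180 s after compound, then for 180 s after EC20 dopamine to detect augmented signalling.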
Anesthetic bind = qHTS Assay for Identification of Novel General Anesthetics; Ferritin light chain (Equus caballus), P02791; apoferritin/1-aminoanthracene competitive binding, fluorescence; Potency, µM (doses to about 77.5 µM), inactives show top-dose activity change, negative = displacement, hits mostly inhibitors; 0.074% of 350,000 active; AID 485281, 2010; note: potency is the fitted concentration of half-maximal effect; % is set by controls: 0 for no effect and ±100 for the full control effect; nearly all actives have a fitted effect of over 20% in size
Target sequence (P02791 2-175 limits assumed): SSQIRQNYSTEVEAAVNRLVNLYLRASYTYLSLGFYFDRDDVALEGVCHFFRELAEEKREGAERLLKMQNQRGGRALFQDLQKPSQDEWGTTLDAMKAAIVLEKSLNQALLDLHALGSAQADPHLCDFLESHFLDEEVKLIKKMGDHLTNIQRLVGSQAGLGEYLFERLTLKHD
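Steps: apoferritin (10 uM) was premixed with half-saturated 1-AMA in PBS, compounds were pin-transferred, plates stood 10 min at room temperature, fluorescence was read at 380/535 nm, and curves were fitted with a Hill equation.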
D1 agonist = Allosteric Agonists of the Human D1 Dopamine Receptor: qHTS | D(1A) dopamine receptor (Homo sapiens), P21728 | HEK293 T-REx D1 cells, calcium flux, agonist mode | activation, % at 2 µM | 1% of 360,000 active | AID 504660, 2011; in the data active = activation above about 30%; note: 0% is about no effect
Target sequence (P21728 whole entry, looked up): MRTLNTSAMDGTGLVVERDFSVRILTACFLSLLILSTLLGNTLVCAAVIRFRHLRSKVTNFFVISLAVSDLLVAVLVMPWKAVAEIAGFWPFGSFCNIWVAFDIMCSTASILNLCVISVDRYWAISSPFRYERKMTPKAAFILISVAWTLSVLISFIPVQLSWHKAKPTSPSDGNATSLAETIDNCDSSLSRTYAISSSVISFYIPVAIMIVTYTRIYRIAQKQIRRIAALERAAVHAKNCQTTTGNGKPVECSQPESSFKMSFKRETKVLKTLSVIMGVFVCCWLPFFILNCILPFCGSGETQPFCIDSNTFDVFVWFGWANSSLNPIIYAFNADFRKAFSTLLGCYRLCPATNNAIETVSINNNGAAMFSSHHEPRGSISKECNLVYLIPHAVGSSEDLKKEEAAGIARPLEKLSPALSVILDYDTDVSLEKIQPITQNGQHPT
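Agonism was scored from calcium flux recorded over 180 s (1 read/s) after pintool compound addition, following a 10-cycle baseline. Cells were inducible force-coupled HEK293 TREx D1, plated overnight at 30 C and loaded with no-wash calcium dye.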
D1 antag = Antagonist of Human D 1 Dopamine Receptor: qHTS. 3.2% of 360,000 active. AID 504652, 2011. D(1A) dopamine receptor (Homo sapiens), P21728. HEK293 TREx D1 cells, calcium flux, dopamine EC80; hits give low values. activity change, negative = inhibition, % at 10 µM; in the data active = activity change below about -30%; note: % is set by controls: 0 for no effect and ±100 for the full control effect
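Tetracycline-induced HEK293 Trex D1 cells, force-coupled to calcium, dye-loaded; compounds added and read 180 s, then EC80 dopamine added and calcium flux tracked kinetically another 180 s.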
TRHR enhancer = qHTS for Small Molecule Agonists and Allosteric Enhancers of Human TRH Receptor: Primary Screen for Enhancers. enhancement, % at 2 µM. AID 493056, 2011. 0.66% of 360,000 active. Thyrotropin-releasing hormone receptor (Homo sapiens), P34981. TRHR cells, fluo-8 calcium fluorescence, EC20 TRH enhancement; in the data active = enhancement above about 30%; note: 0% is about no effect
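Enhancer read-out: after compound pinning and an initial kinetic agonist-mode read, an EC20 of TRH (10 nM final) was injected and fluo-8 calcium signal (Ex 480/Em 530) followed at 1 s/cycle for 100 cycles in TRHR-expressing cells.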
RXFP1 agonist = qHTS Assay for Agonists of the Relaxin Receptor RXFP1. Relaxin receptor 1 (Homo sapiens), Q9HBX9. HEK293T-RXFP1 cAMP TR-FRET, 30 min; response scale: percent of porcine relaxin response, buffer zero. Potency, µM (series often up to 57.5 µM), for inactives: top-dose activation, hits mostly activators. 0.3% of 370,000 active. AID 2676, 2010; note: potency is the fitted concentration of half-maximal effect; % is set by controls: 0 for no effect and ±100 for the full control effect; nearly all actives have a fitted effect of over 60% in size; many of its hits are not listed in these tables
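cAMP rise read by TR-FRET after 30 min, 37C compound exposure (up to 58 uM) in RXFP1-transfected HEK293 cells with Ro 20174 present. EC50 from Hill-equation fits, with 29 nM porcine relaxin as 100% and buffer as basal.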
D1 PAM = Potentiators of Human D1 Dopamine Receptor: qHTS; HEK293 TREx D1 cells, calcium flux, dopamine EC20 potentiation; 0.036% of 360,000 active; potentiation, % at 10 µM; in the data active = potentiation above about 30%; note: 0% is about no effect
RXFP1 antag = qHTS Assay for Antagonists of the Relaxin Receptor RXFP1; HEK293-RXFP1, relaxin-stimulated cAMP HTRF, 30 min; hits give low values; activity change, negative = inhibition, % at 57.5 µM; 0.59% of 350,000 active;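 active = activity change of -60% or lower, but not beyond a set lower limit; inconclusive = change between -60% and -40%, or beyond the set limit; inactive = change above -40%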; note: % is set by controls: 0 for no effect and ±100 for the full control effect
TRHR agonist = qHTS for Small Molecule Agonists and Allosteric Enhancers of Human TRH Receptor: Primary Screen for Agonists | Thyrotropin-releasing hormone receptor (Homo sapiens), P34981 | TRHR cells, calcium flux fluo-8, FDSS agonist mode | activation, % at 2 µM | 0.18% of 360,000 active; in the data active = activation above about 30%; note: 0% is about no effect
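Steps: seed TRHR cells overnight; add fluo-8 no-wash Ca dye, RT 30 min–1.5 h; record 10 s baseline; pin-transfer compounds; monitor fluorescence 1 cycle/s for the agonist window. Calcium increases flag candidate agonists.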
Active calls of the source: *; ? = inconclusive; nt = not tested or not shown; [ ] = remark or other dose. Unless noted, calls come from the whole dose curve; as a rule, active = well fitted curve in the direction sought with a large enough effect; inconclusive = small, poorly fitted or top-dose-only effect, or another doubt; inactive = no such curve, though single readings can be large; an effect the other way counts as inactive or inconclusive. A portion of the library; the hit share may differ from the screen's.

SMILES	D2 PAM	Anesthetic bind	D1 agonist	D1 antag	TRHR enhancer	RXFP1 agonist	D1 PAM	RXFP1 antag	TRHR agonist
COCCNC(=O)c1ccc2c(c1)nc(C)n2-c1cccc(F)c1	-15	-16%	1	-7	-4	2.7%	3	nt	0.4
Cc1ccsc1/C=N/NC(=O)CNC(=O)c1c(F)cccc1Cl	18	?	1	-7	5	-0.9%	-6	-8	1.2
CS(=O)(=O)c1[nH]nc(-c2ccccc2)c1C#N	1	1%	2	2	2	-0.8%	2	8	1.5
CNC(=O)c1ccsc1NC(=O)c1ccc(S(=O)(=O)N2CCc3ccccc32)cc1	-9	-13%	1	31	6	2.4%	-5	-21	1.7
O=C(CCCN1C(=O)C(c2ccccc2)Oc2cccnc21)NCCc1ccc(Cl)cc1 (stereo unspecified)	5	-3%	5	1	-5	6.1%	-1	-8	0.0
CCCn1nnc(NC(=O)C(C)C)n1	7	8%	5	15	4	-1.1%	2	1	0.6
CCOc1ccc(C(=O)N(CN2CCCC2=O)c2ccc(C)cc2)cc1	-13	-7%	0	-1	1	1.5%	5	-12	-0.6
Brc1ccc(OCc2nc3ccccc3[nH]2)cc1	0	-1%	3	-21	-1	5.1%	-4	7	-0.7
CCOC(=O)c1nnn(CC(=O)Nc2cc(F)ccc2F)c1C(=O)OCC	-5	-12%	13	3	-2	-0.5%	7	5	-0.2
CC(=O)Nc1cccc(NC(=O)C2CC3CCC2C3)c1 (stereo unspecified)	1	-14%	1	-6	1	2.8%	-2	-5	0.1
CCOc1cc(/C=N/Nc2nc(N3CCCC3)nc(N3CCCC3)n2)ccc1O	4	?	1	0	5	-4.5%	0	-7	-0.6
N#Cc1ccc(COc2ccc(CCO)cc2-n2nc3ccccc3n2)cc1	10	130%[activator]	9	-24	16	5.5%	-5	-2	-0.7
Cc1cc(C)cc(NS(=O)(=O)c2ccc3[nH]cc(C(=O)N4CCc5ccccc54)c(=O)c3c2)c1	2	-1%	5	6	4	-1.3%	0	-14	0.6
CC(C)(C)NC(=O)NC(=O)COC(=O)Cc1coc2ccc3ccccc3c12	-5	-4%	6	-5	8	-0.6%	-2	-31	0.7
CC(=O)Nc1ccccc1C(F)(F)F	0	2%	2	5	0	0.4%	-1	-20	0.3
Cc1cc2cc(CCNC(=O)C(=O)c3c[nH]c4ccccc34)c(=O)[nH]c2cc1C	-3	?	4	-28	1	1.7%	5	-2	0.3
CCc1nc2c(c(=O)c3ccccc3n2C)c(=O)n1-c1ccc(F)cc1	6	-2%	5	14	-8	-0.3%	2	-1	-0.6
COCCN(C(=O)/C=C/c1ccccc1)c1nnc(-c2cccnc2)s1	6	-8%	3	-9	-2	2.1%	-4	12	0.0
CC(Oc1ccc(Br)cc1Br)C(=O)NC1CCCC1 (stereo unspecified)	7	-4%	1	5	22	1.6%	7	nt	0.3
CN(C)c1ccc(/C=C2\CCCCC2=O)cc1	6	-2%	0	-4	2	-0.6%	-2	0	-0.5
CC(C)(C)OC(=O)NCCCCCNC(=O)c1[nH]cnc1C(=O)Nc1ccon1	24	nt	0	nt	-1	-0.2%	-2	nt	-0.6
Cc1ccc2cc(NC(=O)c3ccccc3C)ccc2n1	5	-3%	2	20	50*	0.3%	6	-3	0.1
O=C(c1ccc(Cl)cc1Cl)N1CCN(c2ccc(N3CCOCC3)nn2)CC1	10	nt	30	12	2	0.1%	-3	-1	-0.7
CN(c1ccccc1)S(=O)(=O)c1ccc(C(=O)Nc2nccs2)cc1	12	?	4	-8	7	-1.4%	nt	nt	-0.8
CC1=CN2CC(O)CN=C2C=C1 (stereo unspecified)	18	1%	1	6	1	-1.2%	3	-3	0.3
COC(=O)c1nnn(Cc2ccccc2)c1N	-3	-7%	3	2	11	3.3%	0	-5	-0.2
CCN(C(=O)Cn1c(=O)oc2ccccc21)c1cccc(C(F)(F)F)c1	8	-17%	-1	0	1	1.8%	7	8	-0.1
O=C(O)CCCC(=O)N1CCc2cc(S(=O)(=O)N3CCc4ccccc43)ccc21	4	-20%	0	10	8	1.5%	nt	-3	0.1
Cc1nn(-c2cc(Cl)ccc2N)c(=O)c2ccccc12	0	8%	1	-7	2	-0.4%	1	9	-0.1
COc1ccccc1CNC(=O)Cn1cc([N+](=O)[O-])ccc1=O	-11	-6%	1	11	10	2.0%	-5	-2	0.7

Some of these compounds in order of the D1 agonist value, descending.
canonical_smiles | D1 agonist
O=C(c1ccc(Cl)cc1Cl)N1CCN(c2ccc(N3CCOCC3)nn2)CC1 | 30
CN(c1ccccc1)S(=O)(=O)c1ccc(C(=O)Nc2nccs2)cc1 | 4
COC(=O)c1nnn(Cc2ccccc2)c1N | 3
CC(C)(C)OC(=O)NCCCCCNC(=O)c1[nH]cnc1C(=O)Nc1ccon1 | 0

Other compounds
SMILES	D2 PAM	Anesthetic bind	D1 agonist	D1 antag	TRHR enhancer	RXFP1 agonist	D1 PAM	RXFP1 antag	TRHR agonist
C=CCOc1ccc(C(=O)c2ccccc2)c(OCC(=O)NC2(C#N)CCCC2)c1	8	-6%	11	-13	11	5.1%	nt	-15	-0.8
CC(=O)c1cc2c(cc1NC(=O)CN1CCN(c3ccc(F)cc3)CC1)OCO2	nt	-6%	3	-4	1	7.1%	-4	2	-0.8
Cc1nc(NC(=O)COC(=O)C2=NNC(=O)CC2)c(Cl)cc1Cl	-13	-10%	0	-13	-11	4.4%	-6	9	0.2
Cc1ccc(/C=N/NC(=O)c2ccoc2C)o1	-6	-1%	1	-5	-5	-1.0%	-2	5	-0.3
COc1ccc(CNC(=O)C(C)Sc2nc3ccccc3c(=O)n2CCCN2CCOCC2)cc1 (stereo unspecified)	0	-3%	1	-6	-5	-0.4%	-4	-21	1.5
O=[N+]([O-])c1ccc(-c2cnc(SCc3ccccc3Cl)[nH]2)cc1	17	?	1	-19	3	-0.8%	-7	-8	0.5
CCc1ccc(NC(=O)NC2CCCCCCC2)cc1	-4	-1%	9	5	0	-0.2%	-4	-4	0.0
O=C(Cn1cccc1)NCc1cccs1	-1	-13%	2	4	-2	0.6%	3	4	0.7
COc1cccc(C(=O)N2CCn3c2nc2ccccc23)c1	nt	-5%	-1	14	11	0.5%	3	-6	-0.4
COc1ccccc1-n1cnc2cc(NCc3ccccc3O)ccc21	0	-19%	4	14	-9	3.2%	-3	-4	1.2
O=C(NCc1ccc2[nH]c3c(c2c1)CCCC3)N1CCOCC1	14	51%[activator]	4	0	-5	1.1%	-13	nt	1.9
COc1ccc(C(C)C)cc1S(=O)(=O)NCCc1c(C)[nH]c2ccc(C)cc12	nt	35%[activator]	0	2	-6	4.9%	-4	8	0.4
COC(=O)c1ccc(CNC(=O)COC(=O)CCC2CCCC2)cc1	-5	-21%	2	21	-2	-0.1%	2	5	-0.3
CCCC1(CCC)C(=O)NC(=NCCc2ccc(OC)c(OC)c2)NC1=O	11	6%	5	5	4	-1.2%	-4	-9	1.5
CC(C)Sc1nc2c(c(=O)n(C)c(=O)n2C)n1C	-3	-12%	1	4	2	6.8%	0	-3	0.7
C=CCn1c(COc2ccc(F)cc2)nnc1SCC(=O)c1c[nH]c2c(CC)cccc12	7	-6%	3	-18	-8	-1.2%	-9	nt	0.5
CCn1c(SCC(=O)OCc2ccccc2)nc2c1c(=O)n(C)c(=O)n2C	7	-17%	2	-10	2	5.7%	0	3	0.0
Cc1nn(CC(=O)Nc2ccc3c(c2)nc(CCN2CCCCC2)n3C)c(=O)c2ccccc12	2	-19%	3	4	5	-0.5%	1	3	0.2
Cc1cccc(C(=O)OCC(=O)Nc2ccc3c(c2)OCCO3)c1	-3	nt	1	7	-2	-0.4%	1	-5	-0.1
Cc1ccc(C(=O)O)cc1NC(=S)NC(=O)c1ccc(COc2ccccc2)cc1	6	-17%	2	6	-1	0.0%	-1	-9	1.6
Cc1ccc(COC(=O)c2ccc3c(c2)C(=O)N(CCCN2CCOCC2)C3=O)cc1	10	-23%	9	-1	3	-0.3%	-8	-4	-0.2
O=C(CCC(=O)c1cccs1)OCC(=O)c1ccccc1F	0	nt	13	-3	-12	2.8%	-6	-11	-0.3
NC(=O)CC(NC(=O)Cc1ccc(Br)cc1)c1ccc(NC2CCCC2)c([N+](=O)[O-])c1 (stereo unspecified)	4	-5%	2	4	10	-0.8%	-1	nt	-1.2
CS(=O)(=O)c1nsc2nc(=O)c(/C=C3\C=Nc4ccccc43)c(N)n12	6	-3%	2	16	6	-1.0%	7	5	0.1
COc1ccc(S(=O)(=O)NC2CC(C)(C)NC(C)(C)C2)c(C)c1C	5	0%	2	5	-12	1.9%	-2	nt	-0.3
Cc1ccc2c(c1)C1(C(=O)N2C)N2CC3(C)CN1CC(C)(C2)C3=O (stereo unspecified)	33*	-7%	1	2	1	0.3%	-3	9	0.2
N#Cc1cc2c(nc1SCC(=O)Nc1sc3c(c1C#N)CCC3)CCC2	-5	-19%	1	-42*	-1	?	-1	5	0.2
O=C(Nc1ccc(S(=O)(=O)N2CCCCC2)cc1)C1CC(=O)N(c2ccc(F)cc2)C1 (stereo unspecified)	1	-19%	5	-6	1	0.5%	nt	-27	-0.3
COc1ccc(-c2cc(C3CC3)nc(N)c2C#N)cc1	-2	-16%	2	0	7	0.0%	-2	7	1.1
COc1ccc2oc(C(=O)OCC(=O)NC(=O)NC(C)C)c(C)c2c1	-7	?	2	13	-6	1.6%	3	2	0.7
Cc1cccc(-c2n[nH]c(=S)n2/N=C/c2ccc(C)s2)c1	1	-13%	2	-14	1	0.0%	-1	-25	0.4
Cc1cc2ccccn2c1C(=O)c1nc(N2CCOCC2)ncc1Cl	-2	?	4	7	3	1.2%	-8	2	-0.4

Another view of two compounds above.
Every second line gives: D2 PAM, Anesthetic bind, D1 agonist, D1 antag, TRHR enhancer, RXFP1 agonist, D1 PAM, RXFP1 antag, TRHR agonist
> N#Cc1cc2c(nc1SCC(=O)Nc1sc3c(c1C#N)CCC3)CCC2
    -5, -19%, 1, -42*, -1, ?, -1, 5, 0.2
> CN(c1ccccc1)S(=O)(=O)c1ccc(C(=O)Nc2nccs2)cc1
    12, ?, 4, -8, 7, -1.4%, nt, nt, -0.8
